# Myeloid diff 2 = compounds promoting myeloid differentiation; ER-HoxA9 myeloid progenitors, lysozyme-GFP differentiation, flow cytometry; calls only at 10 µM; actives 1% (n = 360,000); AID 624256;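 active = normalized GFP-positive differentiation at or above the plate's own cutoff, the solvent-only control mean plus 3 SD; inconclusive = no clear call, values can overlap the other calls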;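 note: cells exposed to compound for four days before flow analysis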
# Insulin prom up = MIN6 insulin promoter up-regulation; MIN6 insulin promoter-GFP reporter, high-content imaging; stronger effect = higher value; z-score at 5 µM; actives 0.3% (n = 190,000); AID 1625;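 active = z-score above 3 at 5 µM with at least 500 cells counted in the well; inconclusive = wells under 500 cells, flagged as cytotoxic or low count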
# WT yeast gro inh = growth inhibition of WT yeast, mitochondrial fusion screen | mitochondrial fusion phenotypic screen, WT strain | inhibition, % at 10 µM | actives 2.1% (n = 190,000); in the data active = inhibition above about 58%; tested in S. cerevisiae
# T cell modulator = T cell immune modulators affecting CD8 T cell-vesicle binding; 2C CD8+ T cell-vesicle binding, flow cytometry; stronger effect = lower value; calls only at 7 µM; actives 0.068% (n = 330,000); AID 2052;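 active = response, share of CD8 T cells binding vesicles, and their 90th percentile fluorescence all below set limits, cut at about 80% in these data, passing the limit was not always enough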
#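 Material: murine 2C transgenic CD8+ T lymphocytes / Also added: QL9-peptide-loaded Drosophila micro-vesicles bearing Ld, ICAM-1 and B7-1 / Schedule: binding step 1.5 h, 37 °C, antibody labelling 20 min, ice / Signal: flow cytometry, PE anti-B7-1 (FL2) versus Alexa647 anti-CD8 (FL8), PFA-fixed / Evaluation: percent CD8+ FL2 mean versus row control / Benchmarks: naked versus QL9-loaded vesicles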
# bCat nuc transl = beta-catenin nuclear translocation modulation | nuclear translocation activity, % at 5 µM | actives 0.3% (n = 190,000) | HeLa beta-catenin nuclear translocation, immunofluorescence imaging;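 active = nuclear translocation activity above 50% at 5 µM, with a well cell count of 50 or more; inconclusive = wells under 50 cells across six images, flagged as toxic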;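 note: per-cell ratio of nuclear to cytoplasmic median beta-catenin stain intensity; plate controls were DMSO negative control for no effect and GSK-3 inhibitor IX positive control for full effect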
#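 Test system: human HeLa cells, endogenous beta-catenin. Times: 24 h compound exposure, 37°C. Measured by: beta-catenin immunofluorescence imaging with DAPI.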
# West Nile virus CPE = West Nile virus antiviral activity, cell-based, CPE readout (AID 1621) | West Nile virus-infected cells, CPE inhibition; higher % means a stronger effect | CPE inhibition, % at 10 µM; hits with a dose series show IC50 in µM | actives 0.02% (n = 290,000); in the data active = a potency from the dose series; inconclusive = CPE inhibition mostly from about 3.7% at the one dose, without a potency; inactive = the rest, 99 in 100 with CPE inhibition below about 2.2%; note: strong numbers were not always called active
# Lipid droplet = modulators of hepatic lipid droplet formation; AML12 mouse hepatocytes, oleate lipid droplets, BODIPY imaging; inhibition, % at 6.5 µM; actives 0.4% (n = 240,000); AID 1656;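 active = lipid droplet intensity inhibited by at least 50%, with more than 500 cells counted; inconclusive = wells with under 300 cells, treated as cytotoxic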
#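 Test system: AML12 hepatocytes (mouse); reagent: oleate loading, 100 µM; dosing: one dose, 6.5 µM compound; incubation: overnight exposure; signal: fluorescence imaging, 20x objective, two fields per well; read-out basis: % inhibition of corrected integrated BODIPY droplet signal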
# MT stabilizer = stabilizes microtubules in HeLa cells | HeLa tubulin immunostaining HCS, 24 h; share of cells brighter than vehicle mean+2SD | % tubulin-high responders, % at 10 µM | actives 0.83% (n = 200,000) | AID 2205;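 active = plate Z-score above 3 for both tubulin-high and condensed-nucleus cell shares, with cell loss under 80%, at 10 µM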;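 note: anti alpha tubulin signal scored within the nucleus-defined area of each cell; some results filed as inactive read as strong as hits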
# Autophagy HCS = modulators of autophagy; actives 0.98% (n = 190,000); calls only at 10 µM (by protocol); MEF GFP-LC3 puncta imaging; test concentration mostly 10 µM;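 active = percentage of spot-positive cells more than 3 SD above its plate mean, without a fluorescence outlier flag or 80% toxicity; inconclusive = no clear call, values can overlap the other calls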;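 note: spot-positive cell cutoff set from DMSO-treated cells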
# WT yeast gro inh mutant strain = recorded beside WT yeast gro inh, whose call it bears; inhibition, %; mitochondrial fusion phenotypic screen, mutant strain inhibition
# Insulin prom up cell count = recorded beside Insulin prom up, whose call it bears; cell count; measured here: cytotoxicity, nuclei count;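 total cells summed across four imaged fields per well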
# Lipid droplet cells 6.5 µM = second read-out of Lipid droplet, no call of its own (marks repeat the call); cell count; measured here: cell count, cytotoxicity flag;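 cells counted across two imaged fields per well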
# bCat nuc transl cell count 5 µM = also measured in bCat nuc transl; calls as there; cell count; measured here: cell count, cytotoxicity flag
# T cell modulator vesicle-bound % = recorded beside T cell modulator, whose call it bears; double positive events, %; measured here: CD8+ vesicle-bound cell fraction;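 binding gate set so that unloaded-vesicle control wells show 10% double positive cells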
# MT stabilizer Hoechst-high % = further read-out of MT stabilizer, marked with its call; % Hoechst-high responders; measured here: nuclear condensation Hoechst responders;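 share of cells brighter than vehicle mean plus two SD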
# MT stabilizer cytotoxicity % = recorded beside MT stabilizer, whose call it bears; toxicity, %; measured here: cytotoxicity by cell density;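 0% = mean cell density of plate MIN control wells and 100% = no cells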
# Autophagy HCS cell loss 18 h = further read-out of Autophagy HCS, marked with its call; toxicity, %; measured here: cell loss, nuclei count;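 cell loss after 18 h compound exposure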
# Myeloid diff 2 GFP+ MAC1+ % = recorded beside Myeloid diff 2, whose call it bears; GFP+ MAC1+ double positive, %; measured here: differentiation confirmed by MAC1 staining
# * marks the source's active call; other numbers are inactive results; i = inactive; ? = inconclusive; . = not tested or not shown.
SMILES,Myeloid diff 2,Myeloid diff 2 GFP+ MAC1+ %,Insulin prom up,Insulin prom up cell count,WT yeast gro inh,WT yeast gro inh mutant strain,T cell modulator,T cell modulator vesicle-bound %,bCat nuc transl,bCat nuc transl cell count 5 µM,West Nile virus CPE,Lipid droplet,Lipid droplet cells 6.5 µM,MT stabilizer,MT stabilizer Hoechst-high %,MT stabilizer cytotoxicity %,Autophagy HCS,Autophagy HCS cell loss 18 h
CCCOc1ccc(C(=O)CCNc2ccc(C)c(Cl)c2)cc1,i,2.0,-0.66,1675,-5,-20,i,29,0.3,1351,-0.7%,.,.,2.5,1.7,7.4,i,17
N#Cc1ccc(CSc2nnc3ccccn23)cc1,i,0.4,0.43,1295,-7,2,i,25,-3.1,1130,1.2%,2,632,4.9,2.6,5.0,i,-1
O=C(COc1cccc(C(F)(F)F)c1)Nc1cccnc1,i,1.0,.,.,.,.,i,9,.,.,1.8%,0,825,.,.,.,.,.
Cc1cc(=O)oc2cc(OCC(=O)N3CCN(c4ccc(F)cc4)CC3)ccc12,?,.,.,.,.,.,i,25,.,.,-0.1%,-20,716,.,.,.,.,.
Cc1ccc(SCC(=O)NC(=O)NCc2ccccc2)c(C)c1,i,0.4,0.05,1316,-7,7,i,35,-3.1,608,-0.5%,10,676,3.9,3.5,5.5,i,15
CCc1ccc(C(=O)Nc2ccc3nc(C)ccc3c2)cc1,i,0.9,.,.,.,.,i,42,.,.,0.1%,3,414,.,.,.,.,.
O=C(NC(=S)N1CCN(c2ccc([N+](=O)[O-])cc2)CC1)c1ccccc1Cl,i,0.2,-1,1225,13,-21,i,57,0.1,1567,-0.6%,23,682,2.8,1.1,5.0,i,19
CCOC(=O)c1ccc(NC(=O)c2cc(S(=O)(=O)N3CCOCC3)ccc2O)cc1,i,0.3,0.46,1241,9,6,i,49,1.4,1036,1.1%,-1,763,4.2,2.6,5.5,i,-1
COc1ccccc1N1CCNC(C)C1=O (stereo unspecified),i,0.8,.,.,.,.,i,50,.,.,-0.4%,-1,814,.,.,.,.,.
Cc1cc(/C=C2/NC(=S)NC2=O)c(C)n1-c1cccnc1,i,0.5,0.06,1197,-4,1,i,52,-1.6,1081,-0.3%,12,691,2.5,3.2,4.4,i,1
Cc1ccccc1OCC(=O)Nc1nnc(-c2ccncc2)s1,i,0.2,0.75,1360,.,.,i,21,0.6,1012,0.0%,6,685,.,.,.,.,.
C=CCN(c1ccccc1Cl)S(=O)(=O)c1cccc(C(=O)NCCc2ccc(OC)cc2)c1,i,0.7,.,.,7,-1,i,43,0.7,883,-2.2%,-31,538,2.7,1.9,1.4,i,3
COc1ccc(CCNC(=O)C(=O)Nc2ccc3nc4n(c(=O)c3c2)CCCCC4)cc1OC,i,0.2,-0.46,1086,.,.,i,31,0.2,1399,1.6%,9,665,.,.,.,.,.
CC(C)CSc1nc2ccccc2n1CC(N)=O,i,5.9,0.89,1235,-43,-19,i,67,0.5,1095,0.5%,-3,649,2.7,2.3,1.1,i,21
COc1ccc(S(=O)(=O)NCCc2c(C)nn(C)c2Oc2ccccc2)cc1,i,1.2,-0.14,1744,5,-4,i,20,-0.4,1007,-1.6%,-12,660,0.6,2.2,8.2,i,2
CSc1nsc(SC)c1NC(=O)Nc1ccccn1,i,3.3,0.03,1579,-12,-42,i,28,0.9,1360,-0.7%,.,.,3.5,3.4,2.5,i,11
O=C(NCCc1ccccn1)c1ccc(OC(F)F)cc1,i,0.3,-1.1,1290,-14,-9,i,45,-3.8,1106,-0.3%,-11,676,3.0,2.5,6.7,i,9
COc1cc(/C=C/C(=O)Nc2cccnc2)cc(OC)c1OC,i,0.4,.,.,.,.,i,50,.,.,-0.1%,-1,845,.,.,.,.,.
CCOc1cc(C(=O)NC(C)COC)cc(OCC)c1OCC (stereo unspecified),i,1.7,0.13,1160,6,-5,i,54,-5.9,1038,1.8%,.,.,3.2,2.2,5.6,i,-5
CCOC(=O)C1(CCC(C)C)CC(CSc2nc3ccccc3[nH]2)OC1=O (stereo unspecified),i,0.6,-0.86,954,25,28,i,28,-4.5,1243,-0.5%,0,746,1.0,1.1,10,i,4
COc1ccc(-c2noc(CN3CCN(C(=O)c4cccs4)CC3)n2)c(OC)c1OC,i,1.6,.,.,.,.,i,33,.,.,1.3%,4,703,.,.,.,.,.
COc1ccc(-c2cc(C(=O)NCc3ccco3)c3ccccc3n2)cc1,i,1.2,.,.,.,.,i,50,.,.,0.4%,-10,827,.,.,.,.,.
CCCCOc1ccc(/C(N)=N/O)cc1,i,1.5,1.1,1371,-7,-3,i,68,-3.5,1192,0.5%,3,759,4.3,2.4,1.8,i,15
Nc1nnc(-c2cccc([N+](=O)[O-])c2)s1,i,0.2,0.06,1366,-7,0,i,31,-2.3,1109,0.1%,13,747,1.3,1.8,5.1,i,-2
COc1cccc(C2=CC(c3ccccc3)n3nnnc3N2)c1 (stereo unspecified),i,1.5,.,.,68*,2.5*,i,30,.,.,.,.,.,32*,11*,70*,i,22
CN(c1ccc(OCC(=O)OCC(=O)c2c(N)n(C)c(=O)n(C)c2=O)cc1)S(=O)(=O)c1ccc2ccccc2c1,i,0.5,0.09,1656,-8,1,i,57,-1.7,1050,1.3%,4,631,1.7,1.9,7.5,i,-12
Cc1ccc(C(=O)COC(=O)CNC(=O)c2ccco2)cc1,i,0.6,-0.18,1714,20,19,i,33,-2.3,1359,0.0%,.,.,2.5,2.2,10,i,-5
COC(=O)C1NN=C(C(=O)c2ccc(Cl)cc2)C1c1ccc(OC)cc1 (stereo unspecified),i,0.1,0.63,1393,4,-17,i,23,-3.5,547,-1.6%,-18,744,1.6,1.5,4.7,i,-7
CC(=O)n1cc(N(C(=O)CCl)c2ccc([N+](=O)[O-])cc2)c2ccccc21,i,0.7,?,.,.,.,i,45,1.5,1299,1.0%,4,727,.,.,.,.,.
CCC(CO)Nc1ncnc2c1cnn2-c1ccc(OC)cc1 (stereo unspecified),i,2.4,-0.97,932,18,2,i,36,.,.,1.1%,.,.,5.3,4.3,9.3,i,4
O=C(NCc1ccco1)c1ccc2c(c1)N(Cc1ccccc1)C(=O)CS2,i,4.8,.,.,.,.,i,34,.,.,1.1%,-7,823,1.4,1.6,6.5,i,3
CN1CCN(CC(=O)Nc2ccccc2Oc2ccccc2)CC1,i,0.6,0.15,1376,.,.,i,35,0.0,1295,0.2%,.,.,.,.,.,.,.
NNC(=O)c1cncc(Br)c1,i,1.0,-0.19,1089,.,.,i,36,0.1,1325,1.3%,11,769,.,.,.,.,.
C[C@H](NC(=O)C1CC(=O)N(c2ccc3c(c2)OCCO3)C1)C(=O)N1CCCCC1 (stereo partly specified),i,0.0,.,.,.,.,i,8,.,.,0.1%,2,722,.,.,.,.,.
O=c1ccn([C@@H]2O[C@H](CO)[C@@H](O)[C@H]2O)c(=O)[nH]1,i,2.4,.,.,11,-12,i,14,.,.,0.5%,9,633,3.7,2.3,5.1,i,-2
COCCN(C(=O)CCC(=O)Nc1nccs1)C(C(=O)NC(C)(C)C)c1ccc(F)cc1 (stereo unspecified),i,0.3,.,.,.,.,i,54,.,.,-1.3%,-7,811,.,.,.,.,.
COc1ccccc1C(=O)NC(C)C(c1cccs1)N1CCN(C)CC1 (stereo unspecified),i,1.2,.,.,-14,-13,i,58,1.7,1084,1.0%,-2,733,4.6,2.1,5.3,i,-1
O=c1nc(-c2ccccc2)c2cc(SC(F)F)ccc2[nH]1,i,0.4,.,.,.,.,i,54,.,.,-0.7%,6,841,.,.,.,.,.
O=C(Nc1cc(S(=O)(=O)Nc2ccc(Cl)cc2)ccc1O)c1ccc(S(=O)(=O)N2CCCCCC2)cc1,i,0.3,1.6,1588,1,4,i,43,-1.3,847,1.8%,4,498,2.5,1.6,2.2,i,2
CCOC(=O)C1=C(C)N=c2s/c(=C\c3ccc(OCC(=O)O)cc3)c(=O)n2C1c1ccccc1OC (stereo unspecified),i,0.6,.,.,.,.,i,50,.,.,-0.2%,-4,691,.,.,.,.,.
CN1CCN(c2oc(-c3cccs3)nc2S(=O)(=O)c2ccccc2)CC1,i,0.8,0.02,1465,2,1,i,4,-7.9,927,-0.4%,.,.,4.6,2.0,2.9,i,16
CCOC(=O)Cc1csc(NC(=O)CC(C)(C)CC(=O)O)n1,i,0.2,.,.,.,.,i,16,7.0,860,0.7%,-4,744,.,.,.,.,.
CCCC(=O)OCC(=O)Nc1cc([N+](=O)[O-])ccc1OC,i,0.2,-0.78,1149,-3,14,i,51,-3.7,1158,-0.4%,11,724,5.5,4.0,5.2,i,-4
CC(=O)c1cccc(OCC(=O)c2cc(C)n(-c3cc(C)on3)c2C)c1,i,1.1,-1.4,532,-9,-5,i,43,0.9,668,-0.1%,.,.,1.8,0.7,7.7,i,-1
COC(=O)Cc1c(C)[nH]n(-c2cc(Cl)cc(Cl)c2)c1=O,i,0.1,0.01,1101,-19,9,i,62,-1.5,1010,-1.0%,10,710,5.6,2.9,6.1,i,1

# Taken from the entries so far for reference:
SMILES,Myeloid diff 2,Myeloid diff 2 GFP+ MAC1+ %,Insulin prom up,Insulin prom up cell count,WT yeast gro inh,WT yeast gro inh mutant strain,T cell modulator,T cell modulator vesicle-bound %,bCat nuc transl,bCat nuc transl cell count 5 µM,West Nile virus CPE,Lipid droplet,Lipid droplet cells 6.5 µM,MT stabilizer,MT stabilizer Hoechst-high %,MT stabilizer cytotoxicity %,Autophagy HCS,Autophagy HCS cell loss 18 h
CCCOc1ccc(C(=O)CCNc2ccc(C)c(Cl)c2)cc1,i,2.0,-0.66,1675,-5,-20,i,29,0.3,1351,-0.7%,.,.,2.5,1.7,7.4,i,17
N#Cc1ccc(CSc2nnc3ccccn23)cc1,i,0.4,0.43,1295,-7,2,i,25,-3.1,1130,1.2%,2,632,4.9,2.6,5.0,i,-1

# Screening results from PubChem BioAssay.
